CIT2-GFP yeast = yeast TOR pathway CIT2-GFP modulation | S. cerevisiae CIT2-GFP strain, flow cytometry, 3 h; 100 means same as DMSO wells | GFP response vs DMSO, % at 10 µM | hit rate 0.065% among 320,000;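 active means GFP response relative to DMSO above a set limit, near the screen mean plus 3 SD, cut at about 150% in these data; inconclusive means Fewer than 70 cells measured for a yeast strain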;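 further: ratio of well median GFP fluorescence to mean of DMSO wells on the plate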
RPL19A TOR yeast = yeast TOR pathway RPL19A-GFP modulation. hit rate 0.3% among 330,000. percent response vs DMSO, % at 10 µM. AID 2025. S. cerevisiae RPL19A-GFP strain, flow cytometry, 3 h; stronger effect = lower value;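 active means percent response vs DMSO below 50%; inconclusive means fewer than 70 events counted for the yeast strain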;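 further: median channel GFP fluorescence of the barcoded RPL19A-GFP strain; ratio of sample median GFP to plate DMSO average so 100% = DMSO; lower means less RPL19A-GFP as with rapamycin TOR inhibition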
AHR activator = human AHR activation. hit rate 2.5% among 320,000. AID 2796. AHR-responsive luciferase reporter cells, luminescence. activation, % at 5 µM; in the data active means activation above about 47%;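 further: 0% = vehicle wells and 100% = reference agonist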
Target sequence (P35869 whole entry, looked up): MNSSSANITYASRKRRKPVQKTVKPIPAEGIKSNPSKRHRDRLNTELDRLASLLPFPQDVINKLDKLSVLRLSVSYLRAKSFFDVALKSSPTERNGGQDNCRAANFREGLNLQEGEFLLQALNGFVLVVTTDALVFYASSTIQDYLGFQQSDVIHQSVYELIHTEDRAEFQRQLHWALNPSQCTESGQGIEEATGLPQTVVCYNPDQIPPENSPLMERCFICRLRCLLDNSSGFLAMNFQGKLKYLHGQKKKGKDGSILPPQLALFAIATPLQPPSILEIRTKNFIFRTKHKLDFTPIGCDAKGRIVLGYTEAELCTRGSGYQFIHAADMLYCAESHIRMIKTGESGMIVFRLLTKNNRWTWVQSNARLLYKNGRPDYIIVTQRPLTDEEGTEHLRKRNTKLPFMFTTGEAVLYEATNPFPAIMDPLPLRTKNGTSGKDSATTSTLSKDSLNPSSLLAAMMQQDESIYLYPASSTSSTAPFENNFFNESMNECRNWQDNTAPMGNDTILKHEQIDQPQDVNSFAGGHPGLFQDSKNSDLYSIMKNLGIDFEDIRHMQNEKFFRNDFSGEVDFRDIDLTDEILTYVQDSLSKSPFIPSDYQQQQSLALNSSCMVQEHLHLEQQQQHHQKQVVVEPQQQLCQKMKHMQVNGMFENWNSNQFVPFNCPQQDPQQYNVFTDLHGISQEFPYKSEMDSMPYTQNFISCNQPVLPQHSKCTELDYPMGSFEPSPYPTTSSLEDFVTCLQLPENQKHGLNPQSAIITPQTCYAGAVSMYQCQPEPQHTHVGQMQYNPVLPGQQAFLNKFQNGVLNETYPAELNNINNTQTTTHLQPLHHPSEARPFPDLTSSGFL
Efflux pump inh = blocks antifungal efflux pumps in multiplex yeast assay; S. cerevisiae Candida pump triplex, Nile Red efflux; inhibition, % at 10 µM; hit rate 0.44% among 330,000;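 active means plate passing quality check with inhibition over a set limit, or well fluorescence over plate mean plus 4 SD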;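 further: Nile Red retained in pooled yeast measured as flow cytometry median fluorescence; 0% = buffer negative control and 100% = Enniatin B positive control; higher means more Nile Red kept so more efflux inhibition; some compounds called inactive have numbers as strong as hits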
AGP1-GFP MLPCN = modulators of TOR pathway AGP1-GFP in S. cerevisiae; S. cerevisiae AGP1-GFP multiplex flow cytometry, 3 h; GFP as percent of DMSO wells; GFP response vs DMSO, % at 10 µM; hit rate 0.02% among 320,000; AID 2066;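 active means GFP response relative to DMSO above a set limit, near screen average plus 3 SD, cut at about 150% in these data; inconclusive means fewer than 70 cells counted for the yeast strain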;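 further: median GFP channel fluorescence of the gated AGP1 strain per well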
MEP2-GFP yeast = modulators of TOR pathway MEP2-GFP in S. cerevisiae; S. cerevisiae MEP2-GFP strain, flow cytometry GFP, 3 h; 100% = DMSO control level; GFP response vs DMSO, % at 10 µM; hit rate 0.51% among 330,000;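 active means GFP response versus DMSO above a set limit, roughly screen mean plus 3 SD, cut at about 180% in these data; inconclusive means fewer than 70 cells counted for a yeast strain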;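 further: median GFP fluorescence of the barcode-gated MEP2-GFP cells per well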
LAP4-GFP MLPCN = yeast TOR pathway LAP4-GFP modulation; S. cerevisiae LAP4-GFP multiplex, flow cytometry GFP, 3 h; median GFP as percent of DMSO wells; GFP response vs DMSO, % at 10 µM; hit rate 0.34% among 320,000; AID 2023;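 active means GFP response vs DMSO above a set limit, about the screen mean plus 3 SD, cut at about 150% in these data; inconclusive means under 70 cell events counted for the yeast strain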
CR mimetic SO = lowers age-related superoxide in aged yeast cells. hit rate 0.18% among 330,000. S. cerevisiae aged cells, superoxide DHE fluorescence; stronger effect = lower value. superoxide response (% of plate mean), % at 10 µM. AID 2690;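 active means superoxide response under a set limit, about three screen SD below normal, cut at about 65% in these data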;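 further: yeast aged for seven days with compound at 30 °C before DHE staining; 100% = average MFI of all compound-treated wells on the plate with controls excluded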
Numbers without * were called inactive; ? = inconclusive; . = no result given; & = joins results of further samples; [ ] = another dose, or the depositor's remark. Outcome played no part in choosing rows, and some 3.9% of all compounds hit somewhere here.

Labels used below: A = CIT2-GFP yeast; B = RPL19A TOR yeast; C = AHR activator; D = Efflux pump inh; E = AGP1-GFP MLPCN; F = MEP2-GFP yeast; G = LAP4-GFP MLPCN; H = CR mimetic SO
CCN(CC)CC(=O)N1CCCC(N2CCN(c3cccc(C(F)(F)F)c3)CC2)C1 (configuration not stated)
  A: 84 | B: 92 | C: 2 | D: 0.1 | E: 110 | F: 87 | G: 72 | H: 109
COc1cc(OC)c(C(=O)NC2CCCc3ccccc32)cc1OC (configuration not stated)
  A: 97 | B: 97 | C: 1 | D: 0.1 | E: 96 | F: 100 | G: 94 | H: 114
Cc1ccc(NC(=O)N2CCCCC2)cc1[N+](=O)[O-]
  A: 106 | B: 103 | C: 19 | D: 0.2 | E: 98 | F: 107 | G: 94 | H: 100
CC(C)(C)c1cc(C(=O)N/N=C/c2ccc([N+](=O)[O-])s2)n[nH]1
  A: 109 | B: 99 | C: -9 | D: 0.0 | E: 93 | F: 99 | G: 104 | H: 98
O=C(Nc1ccccc1)c1ccc(NCc2cccnc2)c(S(=O)(=O)N2CCOCC2)c1
  A: 86 | B: 95 | C: 16 | D: 0.0 | E: 95 | F: 95 | G: 96 | H: 99
CCOC(=O)c1ccc(NC(=O)CN2C(=O)CSC(C)C2=O)cc1 (configuration not stated)
  A: 104 | B: 107 | C: 0 | D: -0.1 | E: 103 | F: 101 | G: 96 | H: 80
Cc1nc(C)c(-c2ccc(SCc3ccc(Cl)cc3)nn2)s1
  A: 100 | B: 97 | C: -3 | D: 0.0 | E: 92 | F: 112 | G: 97 | H: 84
O=C(NCCc1ccccc1)C(=O)NN=C1CCCC1
  A: 107 | B: 103 | C: 3 | D: 0.0 | E: 107 | F: 110 | G: 106 | H: 104
COc1ccc(S(=O)(=O)N(CC(=O)NCC2CCCO2)c2ccc(F)cc2)cc1OC (configuration not stated)
  A: 96 | B: 98 | C: -1 | D: 0.1 | E: 105 | F: 95 | G: 87 | H: 92
CC(C)OCC(O)Cn1c(N2CCCC2)nc2c1c(=O)n(C)c(=O)n2C (configuration not stated)
  A: 101 | B: 104 | C: 1 | D: 0.6 | E: 103 | F: 106 | G: 90 | H: 101
COC(=O)c1ccccc1NC(=O)/C=C/C(=O)O
  A: 96 | B: 100 | C: -1 | D: 0.0 | E: 98 | F: 97 | G: 89 | H: 90
CCN(CC)S(=O)(=O)c1cc(C(=O)Nc2cc(C)on2)ccc1Cl
  A: 98 | B: 105 | C: -1 | D: -0.3 | E: 102 | F: 108 | G: 109 | H: 95
O=C(CNC(=O)c1ccc2c(=O)n3c(nc2c1)CCC3)Nc1ccc(F)c(F)c1
  A: 109 | B: 101 | C: 0 | D: -0.1 | E: 104 | F: 101 | G: 104 | H: 95
O=C1C=C(c2ccc(OC(F)(F)F)cc2)C[C@@H](c2ccc(F)cc2)C1
  A: 97 | B: 96 | C: 1 | D: 0.1 | E: 96 | F: 96 | G: 97 | H: 106
COc1ccc(CCNc2cc(C)nc3c(-c4ccccc4)cnn23)cc1OC
  A: 98 | B: 95 | C: 8 | D: -0.1 | E: 103 | F: 107 | G: 107 | H: 97
Cc1ccc(CNC(=O)CSc2nc3ccsc3c(=O)n2Cc2ccc(C(=O)O)cc2)cc1
  A: 68 | B: 95 | C: 2 | D: -0.2 | E: 15 | F: 133 | G: 102 | H: 112
CCNC(=S)NNc1nnc(-c2ccccc2)c(-c2ccccc2)n1
  A: 100 | B: 105 | C: 2 | D: 0.1 | E: 96 | F: 110 | G: 97 | H: 94
CN(CCOc1ccc(CC2SC(=O)NC2=O)cc1)c1ccccn1 (configuration not stated)
  A: 103&111 | B: 104&104 | C: -3&-4 | D: -0.1&0.0 | E: 109&106 | F: 108&99 | G: 114&110 | H: 97&97
CC1CCCC(NC(=O)COC(=O)c2c[nH]c(=O)[nH]c2=O)C1C (configuration not stated)
  A: 86 | B: 94 | C: -3 | D: 0.2 | E: 90 | F: 93 | G: 86 | H: 89
CCOC(=O)Cc1csc(NC(=O)C2CCCCC2C(=O)O)n1 (configuration not stated)
  A: 102 | B: 101 | C: 1 | D: 0.0 | E: 104 | F: 104 | G: 97 | H: 95
C=C(Br)Cn1c(CC)nc2ccccc21
  A: . | B: 99 | C: 0 | D: -0.2 | E: 105 | F: 99 | G: 95 | H: 112
CC(C)Cn1c(N)c(C(=O)COC(=O)c2cc(C3CC3)nc3ccccc23)c(=O)n(C)c1=O
  A: 95 | B: 92 | C: 1 | D: -0.1 | E: 102 | F: 100 | G: 98 | H: 97
CCOC(=O)Cn1c2c(c(=N)c3ccccc31)CCC2
  A: ? | B: 55[may fluoresce violet] | C: -1 | D: 0.0 | E: . | F: 229*[may fluoresce violet] | G: 98[may fluoresce violet] | H: 103
[O-]/C(=C(\C(=S)Nc1ccc(SC(F)F)cc1)[n+]1ccccc1)c1ccc(Cl)cc1Cl
  A: . | B: 93 | C: 7 | D: 0.0 | E: 99 | F: 96 | G: 103 | H: 101
CC(C)C(NC(=O)c1ccccc1)C(=O)NCC(c1ccccc1)N(C)C (configuration not stated)
  A: 103 | B: 104 | C: 0 | D: 0.0 | E: 103 | F: 103 | G: 97 | H: 108
CCCC(=O)NCC(c1cccs1)S(=O)(=O)c1ccc(Cl)cc1 (configuration not stated)
  A: 100 | B: 95 | C: 6 | D: -0.1 | E: 103 | F: 90 | G: 89 | H: 100
COc1ccc(CNc2ccc(C)cc2)cc1Br
  A: 88 | B: 93 | C: 7 | D: 0.1 | E: 96 | F: 100 | G: 103 | H: 114
COc1ccc(NC(=O)CSc2nnc(Cc3cccn3C)n2-c2ccc(F)cc2)cc1OC
  A: 92 | B: 98 | C: 1 | D: 0.1 | E: 103 | F: 101 | G: 101 | H: 100
COC(=O)c1c(NC(=O)CN(c2ccccc2)S(C)(=O)=O)sc2c1CCCC2
  A: 87 | B: 97 | C: 21 | D: 0.1 | E: 86 | F: 90 | G: 80 | H: 99

Compounds above that have fluorine:
Labels used below: A = CIT2-GFP yeast; B = RPL19A TOR yeast; C = AHR activator; D = Efflux pump inh; E = AGP1-GFP MLPCN; F = MEP2-GFP yeast; G = LAP4-GFP MLPCN; H = CR mimetic SO
CCN(CC)CC(=O)N1CCCC(N2CCN(c3cccc(C(F)(F)F)c3)CC2)C1 (configuration not stated)
  A: 84 | B: 92 | C: 2 | D: 0.1 | E: 110 | F: 87 | G: 72 | H: 109
COc1ccc(S(=O)(=O)N(CC(=O)NCC2CCCO2)c2ccc(F)cc2)cc1OC (configuration not stated)
  A: 96 | B: 98 | C: -1 | D: 0.1 | E: 105 | F: 95 | G: 87 | H: 92
O=C(CNC(=O)c1ccc2c(=O)n3c(nc2c1)CCC3)Nc1ccc(F)c(F)c1
  A: 109 | B: 101 | C: 0 | D: -0.1 | E: 104 | F: 101 | G: 104 | H: 95
O=C1C=C(c2ccc(OC(F)(F)F)cc2)C[C@@H](c2ccc(F)cc2)C1
  A: 97 | B: 96 | C: 1 | D: 0.1 | E: 96 | F: 96 | G: 97 | H: 106
[O-]/C(=C(\C(=S)Nc1ccc(SC(F)F)cc1)[n+]1ccccc1)c1ccc(Cl)cc1Cl
  A: . | B: 93 | C: 7 | D: 0.0 | E: 99 | F: 96 | G: 103 | H: 101
COc1ccc(NC(=O)CSc2nnc(Cc3cccn3C)n2-c2ccc(F)cc2)cc1OC
  A: 92 | B: 98 | C: 1 | D: 0.1 | E: 103 | F: 101 | G: 101 | H: 100

Assay outcomes (PubChem)
